# Screens: PubChem BioAssay, The Scripps Research Institute Molecular Screening Center
# FBW7 act = human FBW7 E3 ligase activation, primary screen | Q969H0 | AlphaScreen FBW7–phospho-cyclin E peptide binding, activator screen | normalized activity (activation), % at 26.1 µM | 650,000 tested, 0.13% active | AID 1259310; in the data active means normalized activity above about 1.9%;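 further: purified mutant Fbw7 with reduced substrate affinity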
# Target sequence (Q969H0 whole entry, looked up): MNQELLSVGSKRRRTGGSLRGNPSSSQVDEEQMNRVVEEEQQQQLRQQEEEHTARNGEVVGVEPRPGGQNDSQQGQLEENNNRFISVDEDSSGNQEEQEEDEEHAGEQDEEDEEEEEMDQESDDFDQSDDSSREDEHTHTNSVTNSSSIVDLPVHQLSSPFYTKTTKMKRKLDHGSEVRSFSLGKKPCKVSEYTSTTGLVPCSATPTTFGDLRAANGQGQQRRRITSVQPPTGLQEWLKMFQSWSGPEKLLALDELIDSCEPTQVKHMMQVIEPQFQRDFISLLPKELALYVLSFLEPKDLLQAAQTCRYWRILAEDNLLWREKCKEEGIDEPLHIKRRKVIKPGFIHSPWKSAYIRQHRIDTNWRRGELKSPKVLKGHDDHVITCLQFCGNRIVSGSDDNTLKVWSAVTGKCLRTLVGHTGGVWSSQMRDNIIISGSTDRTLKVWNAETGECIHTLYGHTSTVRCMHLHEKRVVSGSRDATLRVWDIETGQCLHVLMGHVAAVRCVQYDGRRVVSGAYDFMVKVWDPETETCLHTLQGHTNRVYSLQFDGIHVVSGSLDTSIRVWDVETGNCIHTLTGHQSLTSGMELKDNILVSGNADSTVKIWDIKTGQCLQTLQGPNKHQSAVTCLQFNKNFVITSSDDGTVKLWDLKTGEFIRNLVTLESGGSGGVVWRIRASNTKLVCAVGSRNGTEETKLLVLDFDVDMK
# MITF inh = blocks human microphthalmia-associated transcription factor; O75030; AlphaScreen MITF homodimerization, bead proximity signal; inhibition, % at 2.6 µM; 650,000 tested, 0.91% active; AID 1259374; in the data active means inhibition above about 50%;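 further: 0% = vehicle wells with protein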
# GPR151 ag = activators of human GPR151 | Q8TDV0 | PathHunter beta-arrestin GPR151 cells, luminescence | activation, % at 11.2 µM | 650,000 tested, 1% active | AID 1508602; in the data active means activation above about 4.9%;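 further: 0% = median of compound wells and 100% = cells with positive control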
# Target sequence (Q8TDV0 whole entry, looked up): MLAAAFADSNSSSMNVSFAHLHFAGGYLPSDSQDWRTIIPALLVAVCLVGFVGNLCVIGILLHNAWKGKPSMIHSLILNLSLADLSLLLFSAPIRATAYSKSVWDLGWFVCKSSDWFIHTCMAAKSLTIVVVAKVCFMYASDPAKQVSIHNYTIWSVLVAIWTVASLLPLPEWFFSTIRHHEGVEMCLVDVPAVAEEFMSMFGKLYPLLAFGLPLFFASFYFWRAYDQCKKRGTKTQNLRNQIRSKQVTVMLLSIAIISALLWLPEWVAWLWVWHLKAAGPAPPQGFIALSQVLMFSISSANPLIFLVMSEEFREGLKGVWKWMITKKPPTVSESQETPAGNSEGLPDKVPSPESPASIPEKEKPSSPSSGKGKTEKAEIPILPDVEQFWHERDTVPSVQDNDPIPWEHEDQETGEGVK
# TEAD-YAP inh = TEAD-YAP interaction inhibition; HEK-TIYL cells, TEAD-Gal4/YAP UAS-luciferase luminescence; inhibition, % at 9.12 µM; 640,000 tested, 1.4% active; AID 1259422; in the data active means inhibition above about 32%;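 further: 0% = median of test compound wells and 100% = reference inhibitor wells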
# The depositor's hits bear a star.
# Under each structure: FBW7 act	MITF inh	GPR151 ag	TEAD-YAP inh
CSC1=C(C#N)C(c2ccccc2[N+](=O)[O-])CC(=O)N1 (stereo unspecified)
 : 0.0	-6	-0.9	21
CC1(C)C2CCC1(C)C(NC(=O)CCC(=O)O)C2 (stereo unspecified)
 : -0.1	10	-0.3	8
Cc1[nH]c2ccccc2c1C=NCC(O)c1ccc([N+](=O)[O-])cc1 (stereo unspecified)
 : 0.1	-3	1.1	12
CCc1cccc(CC)c1NC(=O)C(C)C
 : 0.0	5	1.7	6
CCOc1ccc(N2C(=O)/C(=C/c3ccc(O)c(OC)c3)C(=O)NC2=S)cc1
 : 0.1	21	-1.1	3
Cc1cc(NC(=O)COc2ccc3oc4ccccc4c3c2)no1
 : 0.1	-11	-0.5	1
O=C(NC(Cc1ccc(O)cc1)C(=O)O)/C(=C/c1ccccc1)NC(=O)c1ccccc1 (stereo unspecified)
 : 0.0	-1	0.8	-11
Cn1ccnc1C1(O)CCN(C(=O)Nc2ccc(F)cc2)CC1
 : -0.1	-4	4.7	-4
CCCn1c2ccccc2c2cnn(CC(=O)NCCCOC)c(=O)c21
 : 0.1	4	1.0	-1
COc1cc(S(=O)(=O)NCc2cccs2)c(OC)cc1Cl
 : 0.1	7	-0.8	5
COc1ccc2ccc(OC)c(/C=c3\sc4n(c3=O)C(c3ccccc3OC)C(C(C)=O)=C(C)N=4)c2c1 (stereo unspecified)
 : 0.0	19	-1.0	-13
COc1ccccc1N1C(=O)c2ccc(C(=O)Nc3ccc4ccccc4c3)cc2C1=O
 : -0.1	3	-0.3	6
CC1CCCC(NC(=O)C2N(CCc3ccccc3)C(=O)C3C(C(=O)Nc4ccc(F)c(Cl)c4)C4C=CC32O4)C1C (stereo unspecified)
 : -0.1	-16	-1.0	-5
COc1cccc(C2=NS(=O)(=O)N(C)C(C(=O)Nc3ccc(OC)c(OC)c3)=C2)c1
 : 0.0	11	0.5	4
Cc1ccc(S(=O)(=O)NCCNc2ccc([N+](=O)[O-])cc2Cl)cc1
 : -0.3	4	0.9	-6
COc1ccc(C(=O)Nc2c3c(nn2-c2ccccc2)CSC3)cc1OC
 : 0.2	-1	-1.6	0
N#C/C(C(=O)Nc1cc(C(F)(F)F)ccc1Cl)=C1/CCCN1
 : 0.1	-14	-0.1	1
O=S(=O)(c1ccc(Br)cc1)N1CCC(Cc2ccccc2)CC1
 : -0.9	11	0.1	-8
Clc1ccccc1Cc1noc(CN2CCSCC2)n1
 : -0.1	5	2.7	1
COc1ccc(NC2CC(O)C(CO)O2)cc1 (stereo unspecified)
 : 0.0	16	-1.6	0
N#Cc1c(N)nc(SCC(=O)c2ccc(Br)cc2)c(C#N)c1-c1cccs1
 : -0.1	3	0.0	8
CCOC(=O)C1(Cc2cccc(C(F)(F)F)c2)CCN(C(=O)Cn2cnnn2)CC1
 : 0.1	-7	0.1	-11
Cc1ccc(NC2=C(C(=O)c3ccccc3)NS(=O)(=O)c3ccccc32)cc1
 : 0.2	2	-1.0	-37
COc1ccc(NC(=O)CN(c2ccccc2OC)S(=O)(=O)c2ccc(C)cc2)cc1Cl
 : -0.2	-1	0.7	-15
CCOC(=O)c1nnn(CC(=O)Nc2ccc(C)c(Cl)c2)c1C(=O)OCC
 : 0.8	3	-1.0	17
CC(=O)c1ccc(NC(=O)C2CCCN(S(=O)(=O)c3cccs3)C2)cc1 (stereo unspecified)
 : 0.1	-9	-0.8	-2
Cc1ccc(CNS(=O)(=O)c2ccc(F)c(C(=O)Nc3ccc(F)cc3)c2)cc1
 : -0.1	-16	-0.1	6
CCCN1C(=O)C(O)(CC(=O)c2ccc([N+](=O)[O-])cc2)c2cc(Br)ccc21 (stereo unspecified)
 : 0.0	10	-0.2	50*
Cc1c(C=O)c(C=O)c(C)n1-c1ccccc1
 : 0.2	14	0.2	-27
CN1/C(=C\C=N\NC(=O)c2ccc[n+]([O-])c2)C(C)(C)c2ccccc21
 : -0.1	7	-0.1	6
COc1cc(/C=c2/sc3nc4cc(C)c(C)cc4n3c2=O)cc(I)c1OCC(=O)O
 : -0.3	-6	0.1	-7
CCCN(C(=O)NCc1noc2ccccc12)c1ccccc1C
 : 0.0	13	-2.0	-20
COc1ccc(CC(=O)NCCn2cc(C(=O)NCc3cccs3)nn2)cc1OC
 : -0.3	-11	1.1	7
O=C(COC(=O)c1cc(F)c(F)cc1Cl)NC1CCCCC1
 : -0.2	-7	0.6	5
Cc1c(Cl)cccc1NC(=O)CCN1CCN(CCO)CC1
 : 0.0	19	-0.4	-3
Cc1ccc(N2C(=O)C3C(C2=O)C2C=CC3C23CC3)cc1Br (stereo unspecified)
 : -0.1	2	1.0	4
O=[N+]([O-])c1cc(C(F)(F)F)ccc1N1CCN(CCSc2nnc(-c3ccccc3)n2-c2ccccc2)CC1
 : 0.2	-2	-1.2	3
CCN(Cc1ccncc1)Cc1c(O)ccc2ccccc12
 : -0.1	-2	1.8	-5
CC(C)Oc1ccc(N2CC(C(=O)O)CC2=O)cc1 (stereo unspecified)
 : 0.1	11	-0.3	6
Cc1cccc(C)c1N1C(=O)CC(SC(C)(C)C(N)C(=O)O)C1=O (stereo unspecified)
 : -0.1	-8	-0.1	2

# Retrieved one by one from the list above, 3 records:
# Under each structure: FBW7 act	MITF inh	GPR151 ag	TEAD-YAP inh
Cc1cc(NC(=O)COc2ccc3oc4ccccc4c3c2)no1
 : 0.1	-11	-0.5	1
COc1ccc(NC(=O)CN(c2ccccc2OC)S(=O)(=O)c2ccc(C)cc2)cc1Cl
 : -0.2	-1	0.7	-15
Cc1[nH]c2ccccc2c1C=NCC(O)c1ccc([N+](=O)[O-])cc1 (stereo unspecified)
 : 0.1	-3	1.1	12

# The list continues:
# Under each structure: FBW7 act	MITF inh	GPR151 ag	TEAD-YAP inh
O=C1CCCN1c1cccc(NS(=O)(=O)c2cccc3ccccc23)c1
 : 0.5	51*	3.0	0
Cc1cc(-c2cnc(N3CCCC3)nc2C2CCN(Cc3cnc(N(C)C)nc3)CC2)on1
 : -0.1	-8	-0.3	-11
COc1ccc(O)c(C(=O)c2coc(=O)c(C#N)c2)c1
 : 0.7	20	-2.3	-10
CCOc1ccc(/C=N/NC(=O)c2cccs2)cc1OC
 : 0.2	16	0.0	-69
O=C(c1ccc(CN2CCOCC2)o1)N1CCCCC1c1nc2ccc(F)cc2[nH]1 (stereo unspecified)
 : 0.6	13	-1.3	1
Cc1cc(OCC(=O)O)cc(C)c1Cl
 : 0.3	10	-0.4	5
Cc1ccc2nc3c(C#N)c(C)cc(C)n3c(=O)c2c1
 : 1.0	6	-2.2	10
CN1CCCC(OC(=O)c2cc3ccccc3o2)C1 (stereo unspecified)
 : 0.0	13	-0.2	-4
O=C(CS(=O)CC(=O)Nc1ccc(F)cc1)NCC1OCCc2ccccc21 (stereo unspecified)
 : 0.2	2	0.8	7
O=C(Nc1ccc2c(c1)OCCO2)c1ccc([N+](=O)[O-])o1
 : -0.6	-7	-0.4	-52
COCCNC(=O)C(=O)NCC1OCCN1S(=O)(=O)c1ccc(OC)cc1 (stereo unspecified)
 : -0.2	3	1.5	-3
COc1ccc2ccccc2c1/C=C1/C(=O)NC(=O)N(c2ccccc2F)C1=O
 : -0.1	2	0.0	9
COc1cccc(CSc2nnc(-c3ccncc3)n2C)c1
 : 0.0	10	0.7	2
COc1ccc(-c2cn3nc(N4CCCC(C(=O)O)C4)sc3n2)cc1 (stereo unspecified)
 : 0.3	42	-0.1	-4
O=C1Nc2ccc(S(=O)(=O)O)c3cccc1c23
 : 0.5	22	1.3	6
COc1ccc(-n2c(C)cc(C(=O)COc3ccc(-n4cnnn4)cc3)c2C)cc1
 : 0.2	1	0.9	3
CC(C)CC1c2[nH]c3ccccc3c2CCN1C(=O)CCn1cnnn1 (stereo unspecified)
 : -0.1	-1	0.6	-7
Nc1ccc2oc(-c3ccccc3Cl)nc2c1
 : 0.0	10	-7.7	42*
COc1ccc(NC(=O)C2C3C=CC4(O3)C2C(=O)N(CCN2CCCCC2C)C4C(=O)NC2CCCC(C)C2C)cc1 (stereo unspecified)
 : 0.1	10	-1.6	-3
COc1cc(C)c(C=C2C(=O)N(C)C(=S)N(C)C2=O)cc1C(C)C
 : -0.1	2	-0.2	6

# Some of the entries so far, as tab-separated lines.
compound	FBW7 act	MITF inh	GPR151 ag	TEAD-YAP inh
O=C1Nc2ccc(S(=O)(=O)O)c3cccc1c23	0.5	22	1.3	6
Nc1ccc2oc(-c3ccccc3Cl)nc2c1	0.0	10	-7.7	42*
O=C(CS(=O)CC(=O)Nc1ccc(F)cc1)NCC1OCCc2ccccc21 (stereo unspecified)	0.2	2	0.8	7

# An excerpt from above, reduced to TEAD-YAP inh, FBW7 act and GPR151 ag:
SMILES,TEAD-YAP inh,FBW7 act,GPR151 ag
O=C1CCCN1c1cccc(NS(=O)(=O)c2cccc3ccccc23)c1,0,0.5,3.0
Cc1cc(OCC(=O)O)cc(C)c1Cl,5,0.3,-0.4

# (list continues)
# Under each structure: FBW7 act	MITF inh	GPR151 ag	TEAD-YAP inh
O=C(Cc1ccc(Cl)cc1)Nc1ccc(Cl)cc1[N+](=O)[O-]
 : -0.1	16	-0.9	3
CCOc1ccc2nc(N3CCCC(C(=O)Nc4ccc(OC)cc4)C3)sc2c1 (stereo unspecified)
 : -0.2	-30	0.8	-21
CCNC(=S)N(CCN(C)C)Cc1cc2cc3c(cc2[nH]c1=O)OCO3
 : -0.2	0	-0.5	0
Cc1ncc(-c2ccncc2)c(C2CCCN(C(=O)N3CCCC3)C2)n1 (stereo unspecified)
 : 0.0	-7	0.1	-20
Cc1ccc(S(=O)(=O)NNC(=S)Nc2ccccc2)cc1
 : 0.2	-7	-1.1	4
c1cncc(CNc2nc(Nc3nccc4ccccc34)nc3c2ncn3-c2ccsc2)c1
 : -0.1	33	0.1	59*
O=C(CN(Cc1ccccc1)S(=O)(=O)c1cc(Cl)ccc1Cl)N1CCN(c2ccccc2)CC1
 : 0.0	-16	-0.4	-12
CC(CC(=O)N1CCN(c2ccc(F)cc2)CC1)c1ccccc1 (stereo unspecified)
 : 0.0	0	11*	3
Cn1c(=O)c(=O)n(C)c2cc(S(=O)(=O)NC3CCCC3)ccc21
 : 0.0	8	1.6	0
Cc1ccccc1-n1c(=S)sc2c(=O)n(-c3ccccc3)c(SCc3ccccc3Cl)nc21
 : 0.1	-14	0.5	7
CCOC(=O)c1cc2c(c(CSc3nc4cc(C(=O)NCC5CCCO5)ccc4c(=O)n3Cc3ccco3)c1)OCOC2 (stereo unspecified)
 : 0.0	3	-1.6	-13
COc1ccccc1/C=C/C(=O)NCC(=O)O
 : 0.0	6	-1.3	-3
CCCCn1c(=O)/c(=C2/Sc3ccccc3N2C)s/c1=C1/C(=O)NN=C1C
 : 0.2	6	-0.6	-9
Cc1cc(C(=O)CN2C(=O)NC(Cc3c[nH]c4ccccc34)C2=O)c(C)n1C (stereo unspecified)
 : -0.1	10	1.4	9
COc1ccc(-c2noc(CN(C(C)C)S(=O)(=O)c3ccc([N+](=O)[O-])cc3)n2)cc1
 : 0.5	12	-1.6	16
CCOC(=O)C1=C(C)N(c2ccc(OC)cc2)C(=O)/C1=C\c1ccccc1OC
 : 0.1	20	-2.1	-3
CCOc1cc(C(=O)O/N=C(\N)c2ccc(OC)c(OC)c2)cc(OCC)c1OCC
 : -0.2	-8	-0.3	-5
CC1=NNC2(c3ccccc3)N(O)C1(C)N(O)C2(C)C (stereo unspecified)
 : -0.1	6	0.8	4
O=C(CN1CCN(Cc2ccccc2F)C1=O)NCCc1ccc(Cl)cc1
 : -0.2	2	-0.7	3
N#Cc1ccc(OCC(=O)NNC(=O)COc2ccc(Cl)cc2)cc1
 : 0.0	14	0.2	-4
CCCCc1nnc(NC(=O)COC)s1
 : -0.1	2	2.7	-1
COC(=O)CSc1nc(N)cc(=O)[nH]1
 : 0.2	10	0.9	-7
O=C(c1cccnc1)N1CCC(Oc2ccc(Br)cc2)CC1
 : 0.7	21	-1.6	6
CCCC1=NN2C(=N)/C(=C/c3ccccc3C)C(=O)N=C2S1
 : -0.2	3	-0.3	-4
COc1ccc(OC)c(S(=O)(=O)c2ccc(C)c(C)c2)c1
 : 0.1	-16	-1.1	4
CCOc1ccccc1CN1CCN(Cc2cc(OC)ccc2O)CC1CCO (stereo unspecified)
 : 0.0	16	-0.6	-3
CCCCc1cc(=O)oc2c(C)c(OCC(=O)c3ccc(F)cc3)ccc12
 : 0.3	3	0.6	-12
CC1CC(C)(C)NC(=S)N1CC(=O)N1CCN(c2ccccc2F)CC1 (stereo unspecified)
 : 0.2	3	-2.3	2
NC(=O)c1ccc[n+](CCCCCC[n+]2cccc(C(N)=O)c2)c1
 : 0.0	8	-0.3	4
NC(=O)c1c(NC(=O)c2ccncc2)sc2c1CCCC2
 : -0.3	-6	-1.4	-31
c1ccc(OCc2cc(-c3ccccc3)n[nH]2)cc1
 : 0.2	11	-1.2	-56
Cn1c2ccccc2c2cnn(CC(=O)NCc3cccs3)c(=O)c21
 : -0.2	-1	-0.6	-15
CC1=CC(=C(C#N)C#N)C=C(C)N1CCN1CCN(C(=O)Nc2ccc(F)cc2)CC1
 : -0.2	-3	0.5	5
CN(C)c1ccc(CN(CCO)CCO)cc1
 : 0.0	20	-0.1	8
CC(C)(C)C(=O)Nc1sc2c(c1C(=O)Nc1cccc3ccccc13)CCC2
 : 0.1	10	-0.7	18
CC(C)CCN(C(=O)CNC(=O)c1ccco1)C(C(=O)NC1CCCC1)c1cccs1 (stereo unspecified)
 : 0.0	6	0.3	10
CCOC(=O)c1c(C)[nH]c(C)c1C(=O)COc1ccc(NC(=O)c2ccco2)cc1
 : 0.0	0	-0.7	4
O=C(CN1CCOCC1)Nc1cccc2ccccc12
 : -0.1	10	-0.7	3
